# Menin MLL FP TR: inhibitors of human menin-MLL interaction, mutant MLL peptide | Menin + Texas Red MLL mutant peptide, fluorescence polarization | Potency, µM (series often up to 61.6 µM), without a hit: top-dose FP activity change, negative = inhibition, hits mostly inhibitors | 0.23% of 270,000 active; active = well fitted inhibition curve with a large enough effect in the polarisation, with a control signal flat, not every such curve was filed as active; inconclusive = small, poorly fitted or top-dose-only effect, or effect the other way, or a change in a side signal; inactive = no such curve, though single readings can be large or run the other way; the % refers to the polarisation; note: potency is the fitted concentration of half-maximal effect; % of control where 0% means no effect; many of its hits are not listed in these tables
# Target sequence (O00255 whole entry, looked up): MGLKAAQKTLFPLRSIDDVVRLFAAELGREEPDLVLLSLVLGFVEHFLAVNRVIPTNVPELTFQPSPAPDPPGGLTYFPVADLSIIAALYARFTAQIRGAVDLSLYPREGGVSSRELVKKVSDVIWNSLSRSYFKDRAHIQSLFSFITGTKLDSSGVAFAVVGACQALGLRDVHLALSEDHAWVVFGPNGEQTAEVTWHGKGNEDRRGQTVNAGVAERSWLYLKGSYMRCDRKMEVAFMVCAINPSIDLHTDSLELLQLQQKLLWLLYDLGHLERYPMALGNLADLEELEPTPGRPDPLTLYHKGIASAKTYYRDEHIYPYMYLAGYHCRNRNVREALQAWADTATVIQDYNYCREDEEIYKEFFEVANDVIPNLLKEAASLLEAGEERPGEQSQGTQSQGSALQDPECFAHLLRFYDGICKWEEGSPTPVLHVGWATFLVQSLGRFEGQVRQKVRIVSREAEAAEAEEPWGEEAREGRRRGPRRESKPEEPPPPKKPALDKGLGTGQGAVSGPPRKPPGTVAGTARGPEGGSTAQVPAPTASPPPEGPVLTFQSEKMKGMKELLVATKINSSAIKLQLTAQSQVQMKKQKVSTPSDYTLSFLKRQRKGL
# PKM2 act: activators of human pyruvate kinase M2; P14618; purified PKM2, Kinase-Glo ATP luminescence, activation; response scale: 0% is enzyme alone, no compound; Potency, µM (series often up to 57.5 µM), without a hit: at the highest dose activation, hits mostly activators; 0.34% of 260,000 active; AID 1631; note: potency is the fitted concentration of half-maximal effect; % is set by controls: 0 for no effect and ±100 for the full control effect; nearly all actives have a fitted effect of over 55% in size
#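 hPK-M2, >95% pure; 0.1 mM ADP / 0.5 mM PEP final; imidazole pH7.2 buffer w/ 7 mM MgCl2, 50 mM KCl; 1 h RT; Kinase-Glo lum. Intermediate enzyme activity for dual inhibitor/activator qHTS.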
# Gal4-VP16 FLuc: counter-screen for ROR gamma inhibitors: Gal4-VP16 reporter | AID 2546 | Drosophila S2 Gal4-VP16 UAS-luciferase, luminescence, 20 h | Potency, µM (doses to about 53.6 µM), for the others: at the highest dose activity, negative = inhibition, usual class: inhibitors | 3.5% of 310,000 active;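 note: Gal4-VP16 expression switched on by copper sulfate through the metallothionein promoter; potency is the fitted concentration of half-maximal effect; % is set by controls: 0 for no effect and ±100 for the full control effect; nearly all actives have a fitted effect of over 50% in size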
# KCNH2 3.1 inh: KCNH2 3.1 (human) potassium channel inhibition; U2OS KCNH2 3.1, thallium flux FluxOr; active compounds read low; activity change, % (tested at about 1.8 µM); 0.95% of 340,000 active;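 active = maximum activity change below -70%; inconclusive = maximum activity change from -70% to -50%; inactive = maximum activity change above -50%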;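 note: thallium influx rate constant from kinetic fluorescence after stimulation buffer; % is set by controls: 0 for no effect and ±100 for the full control effect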
#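 Kinetic fluorescence (2 min after stimulation buffer) measures Tl+ influx through KCNH2 3.1 expressed by viral transduction in U2OS cells; the rate constant is normalized against DMSO controls serving as positive and negative references.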
# Rab9 prom act: activates the Rab9 promoter | AID 485297 | Potency, µM (series often up to 9.22 µM), without a hit: at the top dose activation, negative = inhibition, actives largely listed as activators | 2.8% of 320,000 active | Huh7 Rab9 promoter-luciferase reporter, luminescence, 24 h; note: potency is the fitted concentration of half-maximal effect; % of control where 0% means no effect; nearly all actives have a fitted effect of over 60% in size
#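 Rab9 promoter-driven luciferase in stably transfected Huh7 cells; 1500 cells/well rested 2 h, exposed to compound in DMSO for 24 h at 37 °C, 5% CO2. Luminescence read 10 min after adding luciferase reagent at ambient temperature.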
# FLuc counter: inhibits or activates purified firefly luciferase, miR-21 counter-screen; purified FLuc, Km substrates, luminescence inhibition; Potency, µM (titrated, usually from 57.5 µM), without a hit: at the highest dose activity change, negative = inhibition, hits mostly inhibitors; 6.9% of 360,000 active;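 note: potency is the fitted concentration of half-maximal effect; plate controls were vehicle for no effect and reference inhibitor for full effect; nearly all actives have a fitted effect of over 55% in size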
#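 Biochemical qHTS of compounds, final roughly 60 µM downward over six points, against 10 nM purified firefly luciferase using Km concentrations of substrates (10 uM D-luciferin, 10 uM ATP) in Tris acetate pH 7.5 buffer; luminescence output.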
# NPC1 promoter act: activates the NPC1 promoter. 2.4% of 320,000 active. AID 485313. Huh7 NPC1 promoter luciferase reporter, 24 h. Potency, µM (series often up to 9.22 µM), without a hit: at the highest dose activation, actives largely listed as activators;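 note: potency is the fitted concentration of half-maximal effect; % of control where 0% means no effect; nearly all actives have a fitted effect of over 60% in size; reporter is driven by a mutant NPC1 promoter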
#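 Cells: Huh7 expressing luciferase under the NPC1 promoter, 1500/well. Seeded 2 h, compound added, incubated 24 h at 37 °C. Luciferase reagent, 10 min ambient, then luminescence.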
# MBNL1 CUG block: blocks human MBNL1 binding to CUG repeat RNA; Q9NR56; TR-FRET MBNL1-His/biotin-(CUG)12 binding, 665/545 ratio; Potency, µM (titrated, usually from 57.5 µM), for the others: at the highest dose activity change, negative = inhibition, usual class: inhibitors; 0.036% of 280,000 active; active = well fitted inhibition curve with a large enough effect in the signal ratio, with a control signal flat, not every such curve was filed as active; inconclusive = small, poorly fitted or top-dose-only effect, or effect the other way, or a change in a side signal; inactive = no such curve, though single readings can be large or run the other way; the % refers to the signal ratio; note: potency is the fitted concentration of half-maximal effect; % is set by controls: 0 for no effect and ±100 for the full control effect
# Target sequence (Q9NR56 whole entry, looked up): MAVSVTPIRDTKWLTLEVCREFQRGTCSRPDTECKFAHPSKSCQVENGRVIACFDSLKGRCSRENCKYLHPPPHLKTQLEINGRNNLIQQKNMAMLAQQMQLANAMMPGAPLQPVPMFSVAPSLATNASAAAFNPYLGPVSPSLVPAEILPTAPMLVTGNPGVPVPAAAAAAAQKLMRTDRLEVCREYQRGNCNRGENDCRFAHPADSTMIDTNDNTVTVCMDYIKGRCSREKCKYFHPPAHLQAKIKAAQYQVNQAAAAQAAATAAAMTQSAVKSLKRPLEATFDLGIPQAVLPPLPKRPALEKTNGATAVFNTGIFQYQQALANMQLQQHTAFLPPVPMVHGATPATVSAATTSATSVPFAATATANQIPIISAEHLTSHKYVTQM
#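 TR-FRET readout: Ex 340 nm, 665/545 nm emission ratio, normalized to buffer-only (basal) and MBNL1-(CUG)12 controls. Complex of MBNL1-His with Biotin-(CUG)12, compounds 92 nM–58 uM, incubated 60 min at room temperature.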
# ELG1 DNA repair: inhibitors of ELG1-dependent DNA repair in HEK293T cells. Potency, µM (top dose mostly 46.1 µM), without a hit: at the top dose activity change, negative = inhibition, hits mostly inhibitors. 2.3% of 330,000 active. HEK293T ELG1-luciferase reporter, luminescence, 16 h; DNA damage induced by 5-fluorouridine. AID 504467; note: potency is the fitted concentration of half-maximal effect; % is set by controls: 0 for no effect and ±100 for the full control effect; nearly all actives have a fitted effect of over 55% in size
#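 Luminescence from the luciferase reporter, measured 30 min after ONE-Glo reagent at room temperature, was the read-out. Beforehand, 2,000 cells per well were exposed for 16 hr at 37 °C to 5-fluorouridine together with compound or vehicle.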
# Mito fusion act: mitochondrial division inhibition or fusion activation. Potency, µM (titrated, usually from 46.1 µM), for the others: at the top dose growth rescue (activation), usual class: activators. 0.23% of 320,000 active. AID 485298. S. cerevisiae fusion-defective mutant growth rescue, CellTiterGlo 48 h;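 note: potency is the fitted concentration of half-maximal effect; % of control where 0% means no effect; nearly all actives have a fitted effect of over 45% in size; temperature-sensitive fusion mutants such as fzo1-1 at 37 °C on non-fermentable ethanol glycerol medium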
#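 Yeast fusion mutant, YPEG (non-fermentable carbon), compound, 48 h at 37C non-permissive; CellTiterGlo added, 10 min RT, luminescence read. Rescued growth = division inhibition.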
# RORgamma inh: inhibitors of mouse ROR gamma transcriptional activity | Potency, µM (titrated, usually from 53.6 µM), without a hit: at the top dose activity change, negative = inhibition, actives largely listed as inhibitors | 5.4% of 310,000 active | Drosophila S2 Gal4-RORgamma UAS-luciferase reporter, 20 h | AID 2551; note: potency is the fitted concentration of half-maximal effect; % is set by controls: 0 for no effect and ±100 for the full control effect; nearly all actives have a fitted effect of over 60% in size
#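 Drosophila S2 cells stably expressing Gal4-DBD/mouse RORγ fusion under metallothionein promoter plus UAS-luciferase; compound 1 h, then 700 uM CuSO4 induction for 20 h at ambient temperature; inhibition read as reduced luminescence.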
# * hit, by the source's call; ? = inconclusive; . = not tested or not shown; & = joins results of further samples; [ ] = dose if it differs, or a comment. Unless noted, calls come from the whole dose curve; as a rule, active = well fitted curve in the direction sought with a large enough effect; inconclusive = small, poorly fitted or top-dose-only effect, or another doubt; inactive = no such curve, though single readings can be large; an effect the other way counts as inactive or inconclusive.
compound	Menin MLL FP TR	PKM2 act	Gal4-VP16 FLuc	KCNH2 3.1 inh	Rab9 prom act	FLuc counter	NPC1 promoter act	MBNL1 CUG block	ELG1 DNA repair	Mito fusion act	RORgamma inh
Cc1[nH]c2ccccc2c1CCNC(=O)c1ccc2nccnc2c1	9%	3%	4%	-3	14%	?	22%	?	7%	0%	18%
O=C1/C(=C\c2ccc(Br)o2)Cc2ccccc21	-6%	5%	?	2	2%	15µM*	0%	?	?	8%	?
Cc1ccc2cc(CN(Cc3cccs3)Cc3nnnn3C(C)(C)C)c3nnnn3c2c1	3%	-1%	15%	.	1%	-2%	-5%	-1%	-13%	18%	-13%
COc1ccc(CCNC(=O)C2CCCN(S(=O)(=O)N3CCCCCC3)C2)cc1OC (stereo unspecified)	-20%	-5%	1%	-2	4%	0%	-1%	-7%	4%	-16%	7%
Cc1ccc(C)c(NS(=O)(=O)c2ccc3c(c2)NC(=O)CO3)c1	.	.	4%	-3	0%	1%	-2%	3%	14%	-1%	1%
Cc1c(C(=O)N2CCN(Cc3ccc4c(c3)OCO4)CC2)sc2ncnc(N3CCN(c4ccccc4)CC3)c12	?	0%	?	-12	-30%[inhibitor]	-2%	-19%	-9%	4.6µM*	26%	0%
CCOc1ccc2nc(SCC(=O)NCc3ccc(OC)c(OC)c3)[nH]c2c1	20%	12%	-3%	4	0%	-2%	-9%	-11%	?	9%	-1%
COc1cc(NS(=O)(=O)c2ccc(NC(=O)c3ccc(C)o3)cc2)nc(OC)n1	-10%	-14%	-13%	11	-10%	-9%	1%	-14%	15%	12%	-6%
CCC(C)C(NC(N)=O)C(=O)Nc1ccc(OCc2ccccc2)cc1 (stereo unspecified)	.	-6%	-17%	-13	12%	-13%	-3%	3%	17%	2%	12%
CCOc1ccccc1NC(=O)NC1(C(=O)NCC2CCCO2)CCCCC1 (stereo unspecified)	0%	-8%	0%	1	-5%	0%	0%	-4%	8%	10%	2%
Cc1n[nH]c(=O)nc1NCCc1ccccc1	-8%	-9%	-5%	.	6%	-2%	-1%	-1%	9%	0%	-3%
O=[N+]([O-])c1ccc(/C=[N+](\[O-])CCO)o1	1%	-2%	-6%	0	12%	6%	-2%	?	-24%	-33%	-26%
CCCCC(=O)Nc1ccc(C(=O)N2CCCC(C(=O)OCC)C2)cc1 (stereo unspecified)	-12%	-9%	.	9	0%	2%	4%	-17%	3%	-1%	-22%[0.365 µM]
C=CCN(C(=O)Nc1ccc(Cl)cc1)C1CC(=O)N(c2ccc(OC)cc2)C1=O (stereo unspecified)	-17%	-2%	-6%	10	-4%	4%	-1%	-8%	-10%	-1%	27%
Cc1cc(NS(=O)(=O)c2ccc(NC(=O)COc3ccccc3C(C)(C)C)cc2)no1	.	10%	4%	-1	6%	0%	0%	-1%	18%	6%	32%
COc1cc(C(=O)Nc2cccc(-c3nncn3C)c2)cc(OC)c1OC	3%	0%	.	1	0%	2%	2%	3%	14%	0%	10%[0.365 µM]
Cc1cccc2cc(CN(CCCO)C(=O)Nc3ccc(Cl)cc3)c(=O)[nH]c12	-5%	1%	-6%	-5	3%	?	-3%	-7%	21µM*	0%	32%
Cc1nnc(N2CCC(C(=O)NC3CCC(C)CC3)CC2)c2nn(-c3ccc(Cl)cc3)c(C)c12 (stereo unspecified)	-15%	5%	-12%	-30	-5%	4%&-5%	-6%	75%[activator]	12%	-10%	8%
Cc1ccccc1CC(=O)OCC(=O)Nc1ccc(C)c(S(=O)(=O)N2CCCCC2)c1	.	.	.	-9	-7%	3%	-5%	.	-26%	5%	.
CSC1=C(C#N)C(C)C2=C(CC(C)(C)CC2=O)N1 (stereo unspecified)	9%	-1%	4%	-3	3%	0%	-2%	13%	?	2%	-29%

# Shown with values under each structure: part of the list above
# Under each structure – Menin MLL FP TR, PKM2 act, Gal4-VP16 FLuc, KCNH2 3.1 inh, Rab9 prom act, FLuc counter, NPC1 promoter act, MBNL1 CUG block, ELG1 DNA repair, Mito fusion act, RORgamma inh
Cc1c(C(=O)N2CCN(Cc3ccc4c(c3)OCO4)CC2)sc2ncnc(N3CCN(c4ccccc4)CC3)c12
 : ?, 0%, ?, -12, -30%[inhibitor], -2%, -19%, -9%, 4.6µM*, 26%, 0%
CCOc1ccc2nc(SCC(=O)NCc3ccc(OC)c(OC)c3)[nH]c2c1
 : 20%, 12%, -3%, 4, 0%, -2%, -9%, -11%, ?, 9%, -1%

# (listing goes on)
compound	Menin MLL FP TR	PKM2 act	Gal4-VP16 FLuc	KCNH2 3.1 inh	Rab9 prom act	FLuc counter	NPC1 promoter act	MBNL1 CUG block	ELG1 DNA repair	Mito fusion act	RORgamma inh
O=C(Cn1ccc(NC(=O)OCc2ccccc2)nc1=O)NCC1CCCO1 (stereo unspecified)	.	.	.	17	-6%	-4%	1%	.	?	-10%	.
CCn1cc(C(=O)NCC2CCCO2)c(=O)c2cc(S(=O)(=O)N3CCCCCC3)ccc21 (stereo unspecified)	-20%	0%	-7%	-5	5%	6%	1%	2%	?	0%	?
Nc1c2c(nn1-c1ccc(F)cc1)CSC2	6%	4%[0.46 µM]	-3%	1	0%	6%	1%	5%	28%	11%	1%
COC(=O)CN(C#N)c1nc(NC(C)C)nc(NC(C)C)n1	-13%	6%	0%	-8	-3%	-1%	-2%	-1%	18%	0%	-4%
O=S(=O)(Nc1ccccn1)c1ccc(Cl)cc1	15%	-9%	-2%	0	-8%	-1%	2%	-5%	-5%	1%	-4%
Cc1cccc(C)c1N1CCN(c2n[nH]c(N)n2)CC1	-7%	0%	-10%[10 µM]	18	-2%	1%	-4%	-7%	11%	3%	6%
O=C(O)C1CCCN(S(=O)(=O)c2ccccc2[N+](=O)[O-])C1 (stereo unspecified)	5%	-6%	-5%	-4	-2%	2%	-1%	9%	1%	3%	2%
CCCN1CCN(C(=O)c2oc3ccccc3c2NC(=O)COc2ccc(OC)cc2)CC1	-11%	.	-7%	?	0%	-1%	-1%	-5%	-6%	-2%	-14%
Cn1c2ccccc2n2c(=O)c(Cl)c(-c3ccccc3)c(C#N)c12	2%	0%	19%	-10	0%	2%	1%	4%	13%	?	-18%
COc1ccc(CC(=O)N/N=C(\C)CC(=O)Nc2ccc(N(C)C)cc2)cc1OC	-13%	.	1%	38	6%	-3%	10%	10%	-1%	4%	-2%
COc1cc(NC(=O)C2C3C=CC(C3)C2C(=O)O)c(OC)cc1Cl (stereo unspecified)	0%	0%	.	4	2%	1%	-3%	-5%	6%	0%	-7%[0.365 µM]
COc1ccc(C(=O)Nc2ccc3c(c2)Cc2ccccc2-3)cc1	-14%	3%	2%	1	0%	3%	-1%	8%	8%	0%	-24%
CCCc1ccc(Oc2cn[nH]c2-c2ccc(O)c(C)c2O)cc1	?	-1%	?	3	-14%	3%	-4%	?	-5%	-26%	?
Cc1ccc2nc(N(CCN(C)C)C(=O)c3ccc4c(c3)OCCO4)sc2c1	.	-5%	-8%	-6	14%	?	6%	1%	16%	-5%	13%
O=C(COC(=O)c1ccc(S(=O)(=O)N2CCOCC2)cc1)NC1CCCC1	-9%	-4%	3%	5	4%	4%	-3%	-1%	1%	-2%	-1%
Cc1ccc(S(=O)(=O)N2CC=C(C(=O)NC3CCCC3)CC2)cc1	5%	.	19%	-6	0%	-1%	0%	-2%	2%	-17%	6%
Cc1oc(-c2ccc3c(c2)OCCO3)cc1C(=O)NC(CCC(=O)O)C(=O)O (stereo unspecified)	4%	7%	-17%	-6	5%	?	0%	1%	?	-2%	?
Cc1ccccc1Nc1nc(N)nc(COC(=O)CCS(=O)(=O)c2ccc(Cl)cc2)n1	.	.	.	10	0%	-5%	-1%	.	?	-1%	.

# This is a subset (hit frequency here may not be typical).
